Bioassay records deposited in PubChem BioAssay by National Center for Advancing Translational Sciences (NCATS).
MBNL1-CUG inh = qHTS Assay for Inhibitors of MBNL1-poly(CUG) RNA binding | TR-FRET MBNL1-His/biotin-(CUG)12 binding, 665/545 ratio | Potency, µM (doses to about 57.5 µM), inactives show at the highest dose activity change, negative = inhibition, usual class: inhibitors | Muscleblind-like protein 1 (Homo sapiens), Q9NR56 | 280,000 tested, 0.036% active; active = well fitted inhibition curve with a large enough effect in the signal ratio, with a control signal flat, not every such curve was filed as active; inconclusive = small, poorly fitted or top-dose-only effect, or effect the other way, or a change in a side signal; inactive = no such curve, though single readings can be large or run the other way; the % refers to the signal ratio; also: potency is read from the fitted curve at half-maximal effect; % is scaled to controls: 0 for no effect and ±100 for the full control effect
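MBNL1-His + Biotin-(CUG)12, cpd titration 92 nM–58 uM; Tb anti-His Ab 0.055 ng/ul, SA-XL665 5 nM (final); 60 min RT; ratiometric 665/545 nm, Ex 340 nm; normalized to buffer and full-complex controls.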
PKM2 activator = qHTS Assay for Activators of Human Muscle isoform 2 Pyruvate Kinase. Pyruvate kinase PKM (Homo sapiens), P14618. purified PKM2, Kinase-Glo ATP luminescence, activation; response scale: 0% is enzyme alone, no compound. 260,000 tested, 0.34% active. Potency, µM (top dose mostly 57.5 µM), inactives show at the highest dose activation, usual class: activators; also: potency is read from the fitted curve at half-maximal effect; % is scaled to controls: 0 for no effect and ±100 for the full control effect; nearly all actives have a fitted effect of over 55% in size
Target sequence (P14618 whole entry, looked up, canonical isoform): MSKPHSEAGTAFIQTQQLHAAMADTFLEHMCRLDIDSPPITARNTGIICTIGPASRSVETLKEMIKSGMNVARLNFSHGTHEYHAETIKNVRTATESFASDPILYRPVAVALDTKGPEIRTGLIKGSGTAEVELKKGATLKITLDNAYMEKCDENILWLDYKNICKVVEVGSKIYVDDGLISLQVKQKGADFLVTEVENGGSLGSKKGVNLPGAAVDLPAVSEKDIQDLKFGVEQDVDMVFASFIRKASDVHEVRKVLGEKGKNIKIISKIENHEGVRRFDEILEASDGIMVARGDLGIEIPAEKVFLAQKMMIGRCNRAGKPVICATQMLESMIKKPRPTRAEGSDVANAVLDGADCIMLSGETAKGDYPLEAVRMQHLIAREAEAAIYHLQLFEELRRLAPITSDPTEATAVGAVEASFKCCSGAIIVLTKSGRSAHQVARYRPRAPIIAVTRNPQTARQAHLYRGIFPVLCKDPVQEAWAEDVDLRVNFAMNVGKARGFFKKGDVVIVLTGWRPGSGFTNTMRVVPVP
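Purified hPK-M2 (>95%) run at intermediate activity with 0.1 mM ADP and 0.5 mM PEP in 50 mM imidazole pH 7.2, KCl, MgCl2; 1 h room temperature. ATP formed read by Kinase-Glo luminescence; normalized to uninhibited and no-enzyme controls.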
Gal4-VP16 FLuc = VP16 counterscreen qHTS for inhibitors of ROR gamma transcriptional activity; Drosophila S2 Gal4-VP16 UAS-luciferase, luminescence, 20 h; 310,000 tested, 3.5% active; Potency, µM (top dose mostly 53.6 µM), without a hit: at the highest dose activity, negative = inhibition, most hits filed as inhibitors; AID 2546, 2010;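 also: Gal4-VP16 expression switched on by copper sulfate through the metallothionein promoter; potency is read from the fitted curve at half-maximal effect; % is scaled to controls: 0 for no effect and ±100 for the full control effect; nearly all actives have a fitted effect of over 50% in size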
FLuc counter = qHTS profiling assay for firefly luciferase inhibitor/activator using purifed enzyme and Km concentrations of substrates (counterscreen for miR-21 project) | 360,000 tested, 6.9% active | Luciferin 4-monooxygenase (Photinus pyralis), P08659 | purified FLuc, Km substrates, luminescence inhibition | Potency, µM (highest dose often 57.5 µM), for the others: at the top dose activity change, negative = inhibition, usual class: inhibitors;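 also: potency is read from the fitted curve at half-maximal effect; plate controls were vehicle for no effect and reference inhibitor for full effect; nearly all actives have a fitted effect of over 55% in size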
Target sequence (P08659 whole entry, looked up): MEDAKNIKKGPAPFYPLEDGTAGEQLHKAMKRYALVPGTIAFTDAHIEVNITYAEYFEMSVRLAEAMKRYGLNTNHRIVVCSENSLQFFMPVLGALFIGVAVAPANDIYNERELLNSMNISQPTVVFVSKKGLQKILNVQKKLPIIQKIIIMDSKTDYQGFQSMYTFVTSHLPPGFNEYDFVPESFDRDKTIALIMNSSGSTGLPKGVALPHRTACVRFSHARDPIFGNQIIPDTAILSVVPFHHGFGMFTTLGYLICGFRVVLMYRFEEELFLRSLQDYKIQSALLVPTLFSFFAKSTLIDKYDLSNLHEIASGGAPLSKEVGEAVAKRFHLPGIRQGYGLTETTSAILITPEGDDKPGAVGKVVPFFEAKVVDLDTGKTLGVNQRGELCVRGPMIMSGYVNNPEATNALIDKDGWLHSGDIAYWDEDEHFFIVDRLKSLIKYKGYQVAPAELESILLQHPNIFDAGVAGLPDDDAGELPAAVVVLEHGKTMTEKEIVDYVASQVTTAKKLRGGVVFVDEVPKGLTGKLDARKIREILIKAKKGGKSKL
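Purified P. pyralis luciferase (10nM final) with 10uM D-luciferin and 10uM ATP (Km levels) in 50mM Tris acetate pH 7.5, 10mM Mg acetate, 0.01% Tween-20, 0.05% BSA; qHTS 6-point titration, ~60 µM downward; luminescence read.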
Rab9 promoter act = qHTS Assay for Rab9 Promoter Activators. Huh7 Rab9 promoter-luciferase reporter, luminescence, 24 h. Potency, µM (doses to about 9.22 µM), for inactives: top-dose activation, negative = inhibition, usual class: activators. 320,000 tested, 2.8% active; also: potency is read from the fitted curve at half-maximal effect; % of control where 0% means no effect; nearly all actives have a fitted effect of over 60% in size
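Promoter activation is measured as luciferase luminescence in Huh7 cells stably transfected with a Rab9 promoter–luciferase construct, following 24 h compound exposure at 37 °C and 10 min reagent incubation at ambient temperature.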
RORgamma inh = qHTS for inhibitors of ROR gamma transcriptional activity | Nuclear receptor ROR-gamma (Mus musculus), P51450 | Drosophila S2 Gal4-RORgamma UAS-luciferase reporter, 20 h | Potency, µM (series often up to 53.6 µM), for the others: at the top dose activity change, negative = inhibition, hits mostly inhibitors | 310,000 tested, 5.4% active | AID 2551, 2010; also: potency is read from the fitted curve at half-maximal effect; % is scaled to controls: 0 for no effect and ±100 for the full control effect; nearly all actives have a fitted effect of over 60% in size
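Using a luciferase readout, inhibitors were identified by reduced reporter activity in Drosophila cells coexpressing a copper-inducible Gal4–ROR gamma fusion and UAS-driven Photinus luciferase, incubated 20 hr after 700 uM copper sulfate.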
Mito fusion act = qHTS Assay for Small Molecule Inhibitors of Mitochondrial Division or Activators of Mitochondrial Fusion. S. cerevisiae fusion-defective mutant growth rescue, CellTiterGlo 48 h. Potency, µM (series often up to 46.1 µM), inactives show top-dose growth rescue (activation), most hits filed as activators. 320,000 tested, 0.23% active. AID 485298, 2010;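 also: potency is read from the fitted curve at half-maximal effect; % of control where 0% means no effect; nearly all actives have a fitted effect of over 45% in size; temperature-sensitive fusion mutants such as fzo1-1 at 37 °C on non-fermentable ethanol glycerol medium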
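Compounds are tested for their ability to restore growth of mitochondrial fusion-defective yeast strains at non-permissive 37C in YPEG medium over 48 hours. Viability is quantified by luciferase luminescence.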
KCNH2 3.1 inh = qHTS for Inhibitors of KCHN2 3.1: Mutant qHTS; U2OS KCNH2 3.1, thallium flux FluxOr; stronger effect = lower value; activity change, % (tested at about 1.8 µM); 340,000 tested, 0.95% active; Potassium voltage-gated channel subfamily H member 2, brain isoform KCNH2 3.1 (human); AID 720553, 2013;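 active = maximum activity change below -70%; inconclusive = maximum activity change from -70% to -50%; inactive = maximum activity change above -50%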;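 also: thallium influx rate constant from kinetic fluorescence after stimulation buffer; % is scaled to controls: 0 for no effect and ±100 for the full control effect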
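Kinetic fluorescence (2 min after stimulation buffer) measures Tl+ influx through KCNH2 3.1 expressed by viral transduction in U2OS cells; the rate constant is normalized against DMSO controls serving as positive and negative references.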
NPC1 prom act = qHTS Assay for NPC1 Promoter Activators | Huh7 NPC1 promoter luciferase reporter, 24 h | Potency, µM (top dose mostly 9.22 µM), inactives show at the highest dose activation, actives largely listed as activators | 320,000 tested, 2.4% active;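 also: potency is read from the fitted curve at half-maximal effect; % of control where 0% means no effect; nearly all actives have a fitted effect of over 60% in size; reporter is driven by a mutant NPC1 promoter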
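Luciferase expression driven by the NPC1 promoter was measured in stably transfected Huh7 cells after a 24 h compound incubation, using a luciferase reagent and a luminescence read.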
Menin-MLL TR inh = qHTS Assay for Inhibitors Targeting the Menin-MLL Interaction in MLL Related Leukemias: Competition With Texas Red Labeled MLL-derived Mutant Peptide; Potency, µM (top dose mostly 61.6 µM), without a hit: top-dose FP activity change, negative = inhibition, hits mostly inhibitors; 270,000 tested, 0.23% active; Menin + Texas Red MLL mutant peptide, fluorescence polarization; active = well fitted inhibition curve with a large enough effect in the polarisation, with a control signal flat, not every such curve was filed as active; inconclusive = small, poorly fitted or top-dose-only effect, or effect the other way, or a change in a side signal; inactive = no such curve, though single readings can be large or run the other way; the % refers to the polarisation; also: potency is read from the fitted curve at half-maximal effect; % of control where 0% means no effect; many of its hits are not listed in these tables
ELG1 repair inh = qHTS screen for small molecules that inhibit ELG1-dependent DNA repair in human embryonic kidney (HEK293T) cells expressing luciferase-tagged ELG1 | Potency, µM (series often up to 46.1 µM), without a hit: top-dose activity change, negative = inhibition, most hits filed as inhibitors | AID 504467, 2011 | 330,000 tested, 2.3% active | HEK293T ELG1-luciferase reporter, luminescence, 16 h; DNA damage induced by 5-fluorouridine; also: potency is read from the fitted curve at half-maximal effect; % is scaled to controls: 0 for no effect and ±100 for the full control effect; nearly all actives have a fitted effect of over 55% in size
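Quantitative HTS, concentration-response format. 2,000 cells/well co-treated with 5-fluorouridine and compound, 16 hr in 5% CO2 at 37 °C; ONE-Glo luminescence read after 30 min.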
* hit, by the source's call; ? = inconclusive; / = not tested or not shown; [ ] = dose if it differs, or a comment. Unless noted, calls follow the shape of the dose curve; as a rule, active = well fitted curve in the direction sought with a large enough effect; inconclusive = small, poorly fitted or top-dose-only effect, or another doubt; inactive = no such curve, though single readings can be large; an effect the other way counts as inactive or inconclusive.

SMILES	MBNL1-CUG inh	PKM2 activator	Gal4-VP16 FLuc	FLuc counter	Rab9 promoter act	RORgamma inh	Mito fusion act	KCNH2 3.1 inh	NPC1 prom act	Menin-MLL TR inh	ELG1 repair inh
COc1cccc(NC(=S)N(Cc2cccc(Br)c2)CC2CCC(C(=O)O)CC2)c1 (centres undefined)	-14.4%	-3.5%	4.7%	-18.0%	-3.1%	18.8%	?	-14.3	0.0%	18.9%	15.0%
CC(=O)N1c2ccc(S(=O)(=O)NCCC(=O)NCc3ccc(N(C)C)cc3)cc2CC1C (centres undefined)	-4.4%	/	-3.3%	-0.3%	0.0%	9.4%	-0.5%	-13.9	-1.9%	6.8%	4.61µM*
O=C(NN1C(=O)C2C3C=CC(O3)C2C1=O)c1ccccc1 (centres undefined)	4.0%	7.1%	-1.1%	-5.8%	15.8%	-15.8%	-13.1%	-3.9	-3.8%	9.6%	22.4%
COc1ccc(CN2CCc3ccccc3C2)c(OC)c1OC	1.6%	-7.9%	-0.6%	1.3%	16.9%	-0.3%	-0.2%	-5.6	0.0%	-2.9%	-17.3%
CCC(=O)c1ccc(OCc2ccc(C(=O)c3ccccc3)cc2)cc1	?	-0.6%	7.08µM*	4.6%	-32.2%[inhibitor]	?	-0.8%	4.4	-22.7%	-14.4%	?
c1ccc(NC2=Nc3cccc4cccc2c34)cc1	?	4.5%	?	15.1µM*	-2.0%	?	-6.3%	-14.9	1.3%	-5.4%	?
COc1cccc2c(Cl)c(CCCl)c(C)nc12	7.4%	0.8%	?	21.3µM*	11.1%	-18.8%	-7.0%	-13.8	0.4%	-21.6%	14.5%
NC(=O)CC(NC(=O)c1ccc(Br)cc1)c1ccc(N2CCN(c3ccc(F)cc3)CC2)c([N+](=O)[O-])c1 (centres undefined)	5.3%	1.6%	-12.9%	0.8%	-6.3%	?	-6.4%	10.1	-2.7%	/	-18.4%
C=CCn1c(SCC(=O)N(CCOC)c2c(N)n(CCCC)c(=O)[nH]c2=O)nnc1-c1ccc(Cl)cc1	/	/	/	-0.3%	-2.9%	/	-8.8%	-3.9	-1.5%	/	11.2%
CSCCC(N=CC1=C(O)CC(C)(C)CC1=O)C(=O)O (centres undefined)	-2.4%	-1.9%	/	-0.8%	-3.6%	-24.7%[0.365 µM]	-6.3%	-1.0	-1.9%	-16.3%	3.6%
CC(=O)c1ccc(NC(=O)C2CCCN2S(=O)(=O)c2ccc(F)cc2)cc1 (centres undefined)	-19.9%	0.0%	-0.5%	7.4%	0.6%	0.9%	3.3%	2.1	0.3%	8.8%[11.7 µM]	1.6%
Cc1ccc(-n2c(-c3ccccc3)n[nH]c2=S)c(C)c1	-1.4%	1.0%	4.47µM*	-13.4%	1.3%	5.01µM*	-11.5%	-5.3	-1.7%	-0.8%	1.5%
C/C(=N\NC(=O)c1ccn(C)n1)c1ccc(NC(=O)C2CCCC2)cc1	17.5%	-10.0%	16.7%	-8.8%	7.0%	5.5%	3.5%	-5.4	0.9%	-2.7%	-14.6%
CCCC(=O)Nc1ccc2c(c1)nc(CN1CCN(C(C)=O)CC1)n2C	-2.2%	0.1%	-10.5%	5.5%	6.5%	10.6%	-0.9%	-12.4	-0.1%	3.6%	14.2%
COc1ccc(N2C(=O)c3ccc(NC(C)=O)cc3C2=O)cc1	?	-9.7%	6.8%	-10.0%	2.1%	?	-0.9%	3.7	5.8%	2.8%	3.3%
Cc1ccccc1C(=O)NNC(=O)C12CC3CC(CC(C3)C1)C2	1.4%	-11.4%	9.3%	1.8%	-5.5%	6.6%	2.9%	13.1	-3.6%	13.2%	3.5%
FC(F)Sc1ccc(N=C2NN=C(c3ccc4c(c3)OCCO4)CS2)cc1	10.7%	1.1%	4.9%	?	20.7%	-19.7%	0.0%	-4.8	2.1%	?	?
O=S1(=O)CCC(NC(=S)N2CCCCC2)C1 (centres undefined)	-3.6%	2.5%	-2.9%	-0.8%	0.0%	-3.8%	-1.9%	11.3	-0.7%	22.7%	-3.8%
COc1ccc(CNc2nc(-c3cccnc3)nn2C(=O)C(C)C)cc1	1.1%	0.9%	1.4%	1.2%	-0.3%	-5.7%	3.1%	5.9	-0.3%	-1.8%	-4.7%
COc1ccc(-n2c(Cc3cc(=O)[nH]c(=O)[nH]3)nnc2SCC(=O)N2CCC(C)CC2)cc1	-16.5%	-4.7%	-2.4%	1.2%	-5.6%	3.7%	-1.2%	0.1	-2.0%	-11.2%	-1.1%
COc1ccc(-n2nc3cc(C)c(NC(=O)c4cccnc4)cc3n2)cc1	5.9%	-0.7%	4.5%	1.07µM*	?	1.9%	-0.4%	-10.2	?	26.2%	?
Cc1ccc(OCCC(=O)OCC(=O)N2CCN(S(=O)(=O)c3ccc(C)cc3C)CC2)cc1	/	/	/	0.2%	-11.2%	/	9.4%	-8.4	-0.7%	/	0.2%
Cc1ccc(C)c(OCCC(=O)N2CCN(S(=O)(=O)c3cc(C)ccc3C)CC2)c1	/	/	/	0.5%	1.0%	/	22.9%	-1.5	-12.0%	/	?
COc1ccc(/C=N/NC(=O)c2ccc(-n3cnnn3)cc2)cc1	/	/	/	10.7µM*	-4.2%	/	3.0%	-1.7	0.0%	/	-9.3%
Cc1cccc(-c2nc3ccccc3c(=O)n2NC(=O)/C=C/c2ccc([N+](=O)[O-])cc2)c1	?	-3.5%	-10.7%	10.9%	5.8%	?	0.8%	-26.3	-0.2%	?	-6.0%
O=C(NCc1cccnc1)C1CCC(c2ccc(Cl)cc2)CC1 (centres undefined)	0.8%	2.3%	?	-0.4%	-11.6%	5.3%	-3.7%	-8.2	-10.3%	/	9.2µM*
CC(C)n1cc(C(=O)NC2CC(C)(C)Cc3c2cnn3-c2ccccc2)cn1 (centres undefined)	-5.6%	/	-5.4%	6.8%	4.0%	39.6%	?	6.0	-4.3%	1.0%	8.1%
COc1ccc2c3c(cccc13)C(=O)CC2	?	/	1.4%	-14.0%	-1.1%	4.9%	-5.6%	-2.5	-2.2%	10.8%	5.8%
Cc1ccc(NC(=O)OCCNC(=O)OC(C)C)cc1	-12.4%	4.3%	-5.9%	?	28.7%	?	17.0%	1.8	12.7%	0.6%	?
CN1C(=O)C2(NC(=O)c3ccccc3N2C)c2ccccc21 (centres undefined)	-0.9%	-1.5%	2.6%	-0.4%	0.6%	0.9%	-6.6%	17.1	-2.5%	/	-13.9%
CN(C)S(=O)(=O)c1cccc(NC(=O)COc2ccc3ccccc3c2)c1	/	/	/	6.01µM*	-1.0%	/	18.1%	3.8	-1.4%	/	?
Cc1cc(NC(=O)C(C)C)ncc1NC(=O)c1ccccn1	-5.1%	-15.7%	2.4%	?	3.16µM*	-1.7%	3.6%	-27.5	?	1.0%	?
O=C(N/N=C/c1cc([N+](=O)[O-])ccc1O)c1c[nH]c2ccccc12	-6.1%	0.7%	?	-9.5%	-2.7%	5.01µM*	-1.1%	-35.9	-0.4%	/	8.2µM*
Nn1c(CSc2ccccn2)nc2ccccc2c1=O	-13.2%	0.6%	13.7%	19µM*	?	43.6%	-1.1%	15.5	3.98µM*	-10.9%	?
CCCOc1cccc(C(=O)N(Cc2cccs2)C2CCS(=O)(=O)C2)c1 (centres undefined)	5.8%	0.6%	0.0%	4.7%	-7.2%	7.7%	2.2%	-10.0	2.8%	1.5%	?
O=C(O)/C=C/c1ccc2noc(-c3ccccc3)c2c1	3.3%	-1.3%	25.3%	?	11.4%	41.3%	0.9%	0.2	-1.3%	6.2%	?

Some of the compounds tested; the hit share may differ from the screen's.
